Screening results (PubChem BioAssay)
MsrA inh – bovine MsrA enzyme inhibitors, primary screen, biochemical, absorbance, HTS. Methionine sulfoxide reductase A (Bos taurus). purified bovine MsrA, absorbance read-out. inhibition, % at 15.5 µM. 360,000 tested, 0.75% active. AID 651718, 2012; in the data active = inhibition above about 4.5%;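 also: 0% = vehicle wells with enzyme and 100% = reference inhibitor wells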
SUMO1 PPI mod – modulators of SUMO1 protein-protein interactions, primary screen, biochemical, uHTS. inhibition, % at 20 µM. 360,000 tested, 0.33% active. Small ubiquitin-related modifier 1 (Homo sapiens), P63165. SUMO1 binding to a labelled peptide, TR-FRET, 1 h. AID 602429, 2012; in the data active = inhibition above about 37%
Target sequence (P63165 whole entry, looked up): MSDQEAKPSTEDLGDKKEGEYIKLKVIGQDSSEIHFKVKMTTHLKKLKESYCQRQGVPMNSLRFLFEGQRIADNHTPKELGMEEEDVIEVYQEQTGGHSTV
DNMT1 block – human DNMT1 methyltransferase inhibitors, primary screen, biochemical, molecular beacon, fluorescence, HinP1I cleavage, uHTS. DNA (cytosine-5)-methyltransferase 1 (Homo sapiens), P26358. inhibition (reported as % activation of signal), % at 10 µM. 360,000 tested, 0.83% active; in the data active = inhibition above about 50%
E coli Lon inh – inhibitors of E. coli Lon protease, primary screen, biochemical, fluorescence polarization | 360,000 tested, 0.42% active | P0A9M0 | purified E. coli Lon protease | inhibition, % at 7.94 µM | AID 602123, 2011; in the data active = inhibition above about 13%, passing the limit was not always enough;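 also: 0% = enzyme with probe and DMSO and 100% = no enzyme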
STEP inh – STEP phosphatase inhibitors, primary screen, biochemical, fluorescence intensity, uHTS. AID 588621, 2011. 360,000 tested, 0.25% active. recombinant STEP, OMFP fluorogenic substrate. inhibition, % at 20 µM. Tyrosine-protein phosphatase non-receptor type 5 (Homo sapiens), P54829;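 active = inhibition at 20 µM, scaled per plate between control wells, above about 37%, limit read from the data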;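 also: 0% = DMSO with enzyme and substrate and 100% = substrate only without enzyme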
Target sequence (P54829 whole entry, looked up): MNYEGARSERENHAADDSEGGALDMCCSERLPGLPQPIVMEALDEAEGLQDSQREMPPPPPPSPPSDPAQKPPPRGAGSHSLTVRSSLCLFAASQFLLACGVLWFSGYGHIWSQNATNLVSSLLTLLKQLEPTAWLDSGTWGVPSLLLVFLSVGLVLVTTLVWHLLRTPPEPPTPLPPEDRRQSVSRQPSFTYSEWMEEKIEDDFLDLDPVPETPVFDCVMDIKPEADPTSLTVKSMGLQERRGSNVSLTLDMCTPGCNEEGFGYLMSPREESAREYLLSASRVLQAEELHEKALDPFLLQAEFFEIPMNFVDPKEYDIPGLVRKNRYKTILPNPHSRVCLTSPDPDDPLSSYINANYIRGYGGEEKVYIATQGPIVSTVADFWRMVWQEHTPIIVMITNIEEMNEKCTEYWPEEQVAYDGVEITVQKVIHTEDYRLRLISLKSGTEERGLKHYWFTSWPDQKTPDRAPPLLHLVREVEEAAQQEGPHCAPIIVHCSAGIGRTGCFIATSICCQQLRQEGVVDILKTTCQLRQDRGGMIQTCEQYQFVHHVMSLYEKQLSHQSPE
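Also added – OMFP at 25 µM · Test system – STEP tyrosine phosphatase · Technique – FITC-channel fluorescence of OMFP product · Schedule – 20 min at room temperature, dark · Evaluation – control-normalized % inhibition with plate pattern correction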
LMPTP block – LMPTP phosphatase inhibitors, primary screen, biochemical, fluorescence intensity, uHTS. AID 651560, 2012. recombinant LMPTP-A, OMFP fluorogenic substrate. 360,000 tested, 0.22% active. Low molecular weight phosphotyrosine protein phosphatase (Homo sapiens), P24666. inhibition, % at 20 µM;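 active = compounds that cut the enzyme signal by at least half of the control window in the single-dose screen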;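 also: plate controls were DMSO wells with enzyme plus substrate for no effect and substrate without enzyme for full effect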
Target sequence (P24666 whole entry, looked up): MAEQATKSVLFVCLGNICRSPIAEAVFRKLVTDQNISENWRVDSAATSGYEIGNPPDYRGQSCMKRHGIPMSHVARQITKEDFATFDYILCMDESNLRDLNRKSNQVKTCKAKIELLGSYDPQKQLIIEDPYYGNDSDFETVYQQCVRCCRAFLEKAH
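Buffer or medium: Bis-Tris pH 6.0, DTT, detergent; Assay system: LMPTP-A enzyme; Quantity: 0.625 nM enzyme; Detection: endpoint fluorescence intensity; Times: 50 min dark incubation at room temperature; Controls: substrate-only low control, DMSO enzyme-plus-substrate high control; Doses: single 20 µM dose; Read-out: percent inhibition versus substrate-only and uninhibited controls; Reagent: 400 µM OMFP.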
TbMetRS inhib – T. brucei MetRS inhibitors, primary screen, biochemical, luminescence. AID 624268, 2012. inhibition, % at 11.9 µM. methionyl-tRNA synthetase (Trypanosoma brucei brucei). purified T. brucei MetRS, ATP depletion, Kinase-Glo luminescence. 360,000 tested, 0.4% active;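 active = inhibition above a per-plate cutoff of the control wells' mean inhibition plus 3 SD, cut at about 5.5% in these data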;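 also: 0% = DMSO wells median and 100% = median of wells with control inhibitor compound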
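Test system – parasite MetRS enzyme · Reagent – substrates ATP, L-methionine and bulk Escherichia coli tRNA · Doses – 11.9 µM compound single dose, 0.9% DMSO · Times – 15 min enzyme-compound preincubation, 2 h reaction, 10 min detection, 25 °C · Signal – Kinase-Glo luminescence, ATP depletion format · Controls – DMSO-only wells as low control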
CendR NRP1 mod – modulators of CendR peptide binding to NRP-1, primary screen, biochemical, fluorescence polarization, uHTS; FAM-RPARPAR peptide binding to NRP-1; inhibition, % at 25 µM; Neuropilin-1 (Homo sapiens), O14786; 360,000 tested, 0.85% active;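 active = inhibition or corrected inhibition above about 18%, plus a signal ratio from 0.5 to 1.5, limit read from the data, passing the limit was not always enough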; also: strong numbers were not always called active
Scp1 inh – Scp-1 phosphatase inhibitors, primary screen, biochemical, colorimetric, uHTS; Carboxy-terminal domain RNA polymerase II polypeptide A small phosphatase 1 (Homo …; Recombinant Scp1, phosphopeptide, malachite green phosphate absorbance; inhibition, % at 20 µM; 340,000 tested, 0.88% active; AID 493091, 2011;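 active = inhibition above about 50% at 20 µM, limit read from the data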;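 also: plate controls were DMSO wells with enzyme for no effect and wells lacking enzyme for full effect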
Target sequence (Q9GZU7 76-261 limits assumed): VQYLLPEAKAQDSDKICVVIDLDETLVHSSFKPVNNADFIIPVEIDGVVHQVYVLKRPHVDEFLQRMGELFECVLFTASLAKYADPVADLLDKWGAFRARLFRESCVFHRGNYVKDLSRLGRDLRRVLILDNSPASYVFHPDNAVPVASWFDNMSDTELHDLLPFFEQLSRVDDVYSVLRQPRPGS
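Test system: SCP-1 catalytic domain; Buffer or medium: Acidic Tris acetate buffer with magnesium and detergent; Also added: Phosphorylated 17-residue peptide substrate; Compound: single 20 µM dose, 1% DMSO; Schedule: enzyme reaction 45 min at room temperature, colour 5 min, stabilisation 30 min; Signal: Phosphate-binding colour reagent, absorbance read at 630 nm.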
bovine MsrA act – bovine MsrA enzyme activators, primary screen, biochemical, absorbance, HTS. Methionine sulfoxide reductase A (Bos taurus). purified bovine MsrA, absorbance read-out. activation, % at 10.6 µM. 360,000 tested, 0.3% active. AID 602163, 2012; in the data active = activation above about 7.5%;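 also: 0% = vehicle and 100% = reference activator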
* marks the source's active call; other numbers are inactive results; · = no result given.

Below each SMILES – MsrA inh	SUMO1 PPI mod	DNMT1 block	E coli Lon inh	STEP inh	LMPTP block	TbMetRS inhib	CendR NRP1 mod	Scp1 inh	bovine MsrA act
#1 CCN1C(=O)[C@H]2[C@@H](c3ccc(-c4ccc(Cl)c(Cl)c4)c(OC)c3)N3CCCC[C@@]3(C(=O)OC)[C@H]2C1=O
→ -0.2	3	-9	-19	-6	-3.2	-0.2	-1	-11	-2
#2 CCSc1nnc2ccc(-c3ccco3)nn12
→ 0.0	7	19	-9	-3	-0.4	-0.4	8	-12	-3
#3 N#CC12C(N)=NC3(OCCO3)C1(C#N)C1=C(CCC1)NC2c1ccccc1 (stereo unspecified)
→ 0.5	2	-7	1	0	-2.8	-1.8	7	3	-7
#4 CCOc1ccc(N(CC(=O)NCCc2ccccc2)C(=O)c2csnn2)cc1
→ 0.0	2	-1	-2	-1	0.9	-0.2	16	-5	0
#5 O=C(CSc1nnc(-c2ccco2)o1)c1ccccc1Cl
→ -0.5	-1	-7	-7	-3	0.1	0.0	-6	-4	-1
#6 O=C(O)C1C2C=CC(O2)C1C(=O)NC1CCCc2ccccc21 (stereo unspecified)
→ 0.9	0	8	-7	-2	0.4	-0.8	-4	6	0
#7 CCN1CCN(S(=O)(=O)c2cc(C)c(OC)cc2C)CC1
→ 0.2	-3	0	0	-3	-1.6	-0.1	5	-3	-1
#8 CCOC(=O)C1(Cc2cccc(OC)c2)CCN(Cc2cccc3cnccc23)CC1
→ 1.7	-4	2	13	-1	-0.2	-1.1	0	-2	-10
#9 Cc1ccc(-c2csc3nc(SCC(=O)N(C)C)n(Cc4ccccc4)c(=O)c23)cc1
→ 0.9	-2	-3	-4	0	2.1	-1.0	0	-5	-14
#10 NC(=O)C1(C(=O)O)OC1(c1ccc(Cl)cc1)c1ccccc1Cl (stereo unspecified)
→ 0.9	8	6	-17	-2	-1.1	-0.3	-6	1	-7
#11 CN(Cc1cc2ccccc2[nH]c1=O)S(C)(=O)=O
→ 0.8	4	1	-12	-2	-0.4	-0.3	-10	-10	0
#12 COC(=O)Nc1nnc(-c2ccccc2OC)s1
→ 0.0	-1	-1	-6	0	0.3	-0.8	-14	14	2
#13 CCN(CC)CCNC(=S)Nc1ccc2nc(N3CCN(CC)CC3)cc(C)c2c1
→ 1.7	-17	-2	2	19	8.4	-1.1	12	-5	-1
#14 COC(=O)/C=C/c1cc(F)ccc1S(=O)(=O)NC(C)(C)C
→ -0.5	9	4	4	-2	1.0	-0.3	11	-5	-1
#15 C[n+]1ccn(CC(=O)c2cccs2)c1
→ -0.8	-2	3	0	2	-3.7	-1.9	5	10	0
#16 CCOn1c(=O)c(-c2ccc(F)cc2)[n+]([O-])c2ccccc21
→ 0.6	-29	-1	-3	2	-0.5	0.1	-6	-13	-4
#17 O=C(O)c1cccc(-c2ccc(/C=N/Nc3nn[nH]n3)o2)c1
→ 5.9*	-5	5	3	1	-0.2	-0.9	-32	27	-12
#18 COc1ccc(N2CCN(C(=O)CCc3nnc4ccc(N5CCC(C)CC5)nn34)CC2)cc1
→ 0.3	-2	1	-4	1	-0.4	-0.5	9	-7	-7
#19 COc1cc(C(=O)NCCNC(=O)C2CCCNC2=O)cc(OC)c1OC (stereo unspecified)
→ -0.8	1	-1	5	-2	0.1	-0.6	-13	4	-5
#20 O=C(N=C1SC2CS(=O)(=O)CC2N1c1ccccc1)c1ccccc1 (stereo unspecified)
→ -0.6	-4	4	3	-1	-0.9	0.0	14	-10	-1
#21 Cc1cc(C(=O)NNC(=O)c2ccccc2O)c(C)o1
→ -0.2	6	3	7	-2	-0.9	-0.2	-5	-8	-2
#22 CC1CC(C)CN(S(=O)(=O)CC23CCC(CC2=O)C3(C)C)C1 (stereo unspecified)
→ -0.7	2	3	2	-2	0.6	-0.5	-6	-8	-3
#23 Cn1c(CCN2CCCCC2)nc2cc(NC(=O)Nc3ccccc3)ccc21
→ -0.7	0	0	0	-1	0.6	0.2	13	-7	0
#24 CC1Oc2ccccc2N(CC(=O)NCc2ccc3c(c2)OCO3)C1=O (stereo unspecified)
→ -0.9	-3	-2	1	1	1.0	-0.3	8	-12	-1
#25 COc1ccccc1N1CCN(CC(=O)Nc2c(C)n[nH]c2C)CC1
→ 0.1	1	-1	-4	-1	-0.9	-0.1	8	-3	-2
#26 Cc1nc2ccccc2c(=O)n1/N=C/c1ccccc1O
→ 0.9	5	-1	3	-3	-1.5	-0.7	-2	-14	-5
#27 CCOC(=O)C(C)n1cnc2c(nnn2-c2cccc(OC)c2)c1=O (stereo unspecified)
→ -0.3	2	1	-6	0	-1.7	-0.4	2	-9	-1
#28 Cn1c(CN2CCN(c3ccc(Cl)cc3)CC2)nc2ccccc21
→ 0.5	-1	1	-8	1	-0.9	0.8	0	-1	-4
#29 O=C(NCc1ccccc1)c1c(O)c2cccc3c2n(c1=O)CCC3
→ -0.8	4	-3	3	0	3.5	0.1	6	-7	2
#30 CCCn1c(=N)c(S(=O)(=O)c2ccc(F)cc2)cc2c(=O)n3ccccc3nc21
→ 0.0	-23	-1	-2	-2	-0.2	-0.2	-13	5	-4
#31 COc1c(Cl)ccc(Cl)c1C(=O)NC(=O)Nc1nc(C)cc(C)n1
→ -0.8	1	2	-5	0	-0.9	-0.6	1	-2	-1
#32 O=C(NNC(=O)C1CCCC1)c1cc([N+](=O)[O-])cc([N+](=O)[O-])c1
→ 0.2	-27	-1	-10	2	-1.0	-0.4	-8	-4	-5
#33 Nc1nc(-c2ccc(F)cc2)cs1
→ -1.2	1	4	4	4	-1.6	0.4	-4	3	-7
#34 O=C(NCc1cccnc1)C(=O)NCC(c1ccco1)N1CCN(c2ccccc2)CC1 (stereo unspecified)
→ -0.4	0	-2	0	-1	-0.8	-0.2	-13	-2	-4
#35 O=C(COC(=O)CCC(=O)c1ccc(F)cc1)NCc1ccccc1Cl
→ 0.4	-2	3	-3	-2	0.5	-0.2	12	-18	-2
#36 O=C(CN1C(=O)S/C(=C\c2ccc(F)cc2)C1=O)NCCCn1ccnc1
→ 2.2	-37	-3	-14	3	0.9	-0.5	-3	-5	-4
#37 O=C(CSc1nc2ccccc2[nH]1)N/N=C/c1ccncc1
→ 0.5	-13	-1	5	2	-0.8	0.0	2	-6	-2
#38 Cn1cnnc1SCC(=O)Nc1ncc([N+](=O)[O-])s1
→ 0.4	4	84*	-8	7	22	0.0	-4	75*	-4
#39 CN(Cc1ccccc1)C(=O)c1ccc(Nc2nc(CN)cs2)nc1
→ 0.5	-7	-8	-7	3	-1.4	-0.1	-8	·	-1
#40 CCN(C(=O)c1c(C)noc1C)c1c(N)n(Cc2ccccc2)c(=O)[nH]c1=O
→ -1.2	-4	6	-5	0	-1.6	-0.2	6	-7	-2
#41 CCSc1nnc(-c2cccnc2)n1Cc1ccco1
→ 0.1	0	0	-2	-2	-1.2	-0.7	10	-9	-3
#42 COc1ccc(-c2csc(C(C)(O)c3ccccc3)n2)cc1 (stereo unspecified)
→ 1.7	5	3	-2	-2	0.8	0.0	7	·	-3
#43 Cc1cc(/C=C2\SC(=S)N(Cc3ccco3)C2=O)c(C)n1-c1ccccc1
→ 0.1	-8	31	-150	-3	3.5	0.4	-149	3	-6
#44 O=C(COC(=O)c1ccccn1)NCCc1ccc(Cl)cc1
→ -0.9	1	1	8	-3	-1.2	-0.3	2	-15	-2
#45 O=C(C1CCCN(Cc2ccccc2F)C1)N1CCCCC1 (stereo unspecified)
→ -1.5	0	1	6	-2	-1.0	-0.3	-4	-12	-1
#46 CSc1ncccc1C(=O)NNc1cc(Cl)ccc1Cl
→ ·	4	-1	-1	-1	0.4	-0.3	0	-5	-2
#47 O=C(CSc1nnc(-c2ccccc2F)o1)N1CCCC1
→ -1.0	-4	2	0	-2	-0.7	-0.6	4	1	-1
#48 Nn1c(SCc2cccc3ccccc23)nnc1-c1ccco1
→ -0.5	-3	-4	-12	1	5.3	-0.5	9	-2	-4
#49 N#CCCN(Cc1cccs1)C(=O)c1ccc(Cl)cc1
→ -0.7	4	2	6	-1	-1.0	-0.6	10	-11	-8
#50 Cc1[nH]c2ccccc2c1C(=O)C(=O)NCCOc1ccccc1
→ 1.0	-6	3	-4	-2	-0.3	1.0	4	5	-4
#51 COc1cc(Cl)ccc1S(=O)(=O)n1nc(C)cc1C
→ 0.8	4	3	-9	-2	-2.1	-0.1	1	-11	2
#52 CCOc1nc(C)ccc1-c1noc(-c2ccccc2OC)n1
→ 0.2	1	0	-2	0	-0.2	-0.7	-4	-3	3
#53 CN(C(=O)Nc1cccc(C(F)(F)F)c1)C1CCCCC1
→ -0.6	-1	-2	2	-2	-0.1	-0.3	2	-10	-3
#54 O=[N+]([O-])c1cc(Cl)ccc1NCCNc1ncc(C(F)(F)F)cc1Cl
→ -1.0	-6	4	-1	1	4.4	-0.8	-13	0	-3
#55 CC(C)NC(=O)[C@H](CSCc1ccccc1)N1Cc2ccccc2C1=O
→ 1.0	2	-7	4	-1	-0.2	-0.6	9	-9	0
#56 COC(=O)c1scc(S(=O)(=O)C(C)(C)C)c1-n1cccc1
→ 0.8	4	3	4	0	-0.5	0.3	-17	5	-1
#57 O=C(c1ccco1)N(Cc1ccco1)c1ccc(O)cc1
→ 1.1	1	-1	-4	-1	0.9	-0.3	13	-2	-1
#58 O=C(N/N=C/c1coc2ccc(Cl)cc2c1=O)c1ccc(O)cc1
→ 0.9	-2	6	-1	-2	-0.2	0.0	-42	-10	-2
#59 COc1ccc2oc(C(=O)OCC(=O)N3CCN(S(=O)(=O)c4ccccc4)CC3)c(C)c2c1
→ 0.7	-1	2	-3	2	1.2	-0.2	-9	-6	-4
